yeast sgs1 mgt1 – NCI yeast anticancer drug screen, S. cerevisiae sgs1 mgt1 strain; AID 161; % growth inhibition at 50 µM; 10% of 78,000 active;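 also: 0% = growth of vehicle-only cultures of the same strain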
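This yeast growth screen uses a strain with defined DNA-repair lesions; compound-treated growth is compared with vehicle-treated growth.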
mlh1 rad18 – NCI yeast anticancer drug screen, S. cerevisiae mlh1 rad18 strain; % growth inhibition at 50 µM; 11% of 79,000 active; AID 175;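 also: 0% = growth of vehicle-only cultures of the same strain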
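Inhibition values reflect reduced growth of mutant yeast versus vehicle-treated controls following compound exposure; the mutations affect DNA damage repair.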
cln2 rad14 – NCI yeast anticancer drug screen, S. cerevisiae cln2 rad14 strain; growth inhibition, % at 50 µM; 8.3% of 78,000 active; AID 165;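 also: 0% = growth of vehicle-only cultures of the same strain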
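Readout is yeast growth inhibition versus vehicle-treated controls, using a strain with cln2 and rad14 alterations exposed to compound.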
yeast bub3 – NCI yeast anticancer drug screen, S. cerevisiae bub3 mutant strain; growth inhibition, % at 50 µM; 9.9% of 78,000 active;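 also: 0% = growth of vehicle-only cultures of the same strain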
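Growth of a checkpoint-deficient yeast mutant is measured after compound exposure. Values represent inhibition relative to vehicle.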
yeast rad50 – NCI yeast anticancer drug screen, S. cerevisiae rad50 strain | 10% of 79,000 active | growth inhibition, % at 50 µM;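 also: 0% = growth of vehicle-only cultures of the same strain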
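Vehicle-treated cultures provide the reference for the growth inhibition reported for compound-exposed, repair-deficient yeast.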
mec2-1 – NCI yeast anticancer drug screen, S. cerevisiae mec2-1 strain | % growth inhibition at 50 µM | 9% of 79,000 active;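 also: 0% = growth of vehicle-only cultures of the same strain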
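Readout is yeast growth inhibition, normalised to vehicle-treated controls, in the mec2-1 strain exposed to compound.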
* marks the source's active call; other numbers are inactive results; & = joins results of further samples. Rule as the data show it: active = growth inhibition above about 70%; inactive = the rest. Hits appear at their usual frequency, and some 13% of all compounds hit somewhere here.

SMILES | yeast sgs1 mgt1 | mlh1 rad18 | cln2 rad14 | yeast bub3 | yeast rad50 | mec2-1
O=C(O)[C@@H]1[C@@H]2C[C@@H]3[C@H](OC(=O)[C@@H]31)[C@@H]2O | -25 | -41 | 2 | -16 | -21 | -12
C[N+](C)(C)CC(O)C[N+](C)(C)C | 4 | 23 | -42 | -4 | 12 | 6
CCOc1ccccc1NCN1C(=O)c2ccccc2C1=O | -12 | -20 | -9 | -18 | -39 | -35
O=C1/C(=C/c2cccc(Br)c2)CSC/C1=C\c1cccc(Br)c1 | 0 | -9 | 19 | -13 | 4 | 4
O/N=C(/C[N+]12CN3CN(CN(C3)C1)C2)c1ccc(I)cc1 | 96* | 92* | 92* | 78* | 92* | 84*
CC12CCC(CC1=O)C2(C)CCC(N)=O (centres undefined) | 18 | -9 | -12 | -18 | -2 | -12
N#CC(C(=O)O)=C1CCCCCC1 | 4 | -1 | -2 | 6 | 2 | -1
CC(C)(C)c1ccc(OS(=O)(=O)c2ccccc2)c(Cl)c1 | -2 | 1 | -14 | 2 | -8 | -1
COC1C(CN[N+](=O)CC2OC3OC(C)(C)OC3C2OC)OC2OC(C)(C)OC21 (centres undefined) | 8 | 21 | 23 | -2 | 43 | 18
CC(C)CCCC(C)CCC1=C(O)c2ccccc2C(=O)C1=O (centres undefined) | 5 | 12 | 15 | 35 | 17 | 16
CC1(OC(=O)Nc2ccccc2)CCCCC1 | 1 | -10 | 4 | 4 | 6 | -1
CN(C)c1ccc(C(c2ccc(C(c3ccc(N(C)C)cc3)c3ccc(N(C)C)cc3)cc2)c2ccc(N(C)C)cc2)cc1 | -22 | 15 | -1 | -11 | -7 | 5
CN(C)c1ccc(C(c2cc3c(cc2O)OCO3)N2CCCCC2)cc1 (centres undefined) | 100* | 99* | 98* | 99* | 99* | 99*
Nc1ccc(C(=O)O)cc1[N+](=O)[O-] | -4 | -2 | -15 | 2 | -1 | -5
CCCCCCCCCCCCSC(=NCC)NCC | 49 | 100* | 99* | 100* | 100* | 100*
O/N=C/c1ncccc1C1OCCO1 | -2 | 15 | 10 | -7 | 9 | -1
NC(Cc1ccccc1)=NCC(=O)O | -29 | -25 | -80 | -20 | -40 | -8
Cc1ccc(C(=O)O)cc1 | 1 | -2 | -16 | 9 | 3 | -17
CCCCN(CCCC)CC(O)C=O (centres undefined) | 0 | 3 | -5 | -8 | -8 | -4
O=C(CCN1CCCCC1)c1cccs1 | 12 | -3 | 8 | 1 | 17 | 10
COc1ccc(C(NC(N)=O)c2cc3c(cc2OC(C)=O)OCO3)cc1 (centres undefined) | -7 | 0 | -9 | 6 | -7 | -2
O=C(NCCCC1NC(=O)/C(=C(O)/C=C/C=C/c2ccccc2)C1=O)OCc1ccccc1 (centres undefined) | 17 | 22 | -3 | 0 | 38 | -2
COc1ccc(C(C#N)N2CCCN(C(C#N)c3ccc(OC)cc3)C2c2ccccc2)cc1 (centres undefined) | -9 | 7 | 0 | 0 | -2 | 3
CC1(C)OC2C(CO)OC(n3ccc(N)nc3=O)C2O1 (centres undefined) | 2 | -2 | -30 | 11 | -33 | -12
Nc1nnc2nc(CC(=O)c3cccc([N+](=O)[O-])c3)/c(=C/C(=O)c3cccc([N+](=O)[O-])c3)n12 | 12 | 23 | 7 | -5 | 34 | 19

Full records from above. Order of values: yeast sgs1 mgt1, mlh1 rad18, cln2 rad14, yeast bub3, yeast rad50, mec2-1
`O/N=C/c1ncccc1C1OCCO1` in the list: -2, 15, 10, -7, 9, -1
`O=C(O)[C@@H]1[C@@H]2C[C@@H]3[C@H](OC(=O)[C@@H]31)[C@@H]2O` in the list: -25, -41, 2, -16, -21, -12
`NC(Cc1ccccc1)=NCC(=O)O` in the list: -29, -25, -80, -20, -40, -8

(list continues)
SMILES | yeast sgs1 mgt1 | mlh1 rad18 | cln2 rad14 | yeast bub3 | yeast rad50 | mec2-1
CCOC(=O)/C(C)=C(/O)C(=O)OCC | -22 | -28 | -7 | -40 | -45 | -56
CC(C)(N)COCOCC(C)(C)N | -1 | 0 | 2 | 6 | 7 | -5
Fc1ccc2[nH]ccc2c1 | 61 | 49 | 34 | 62 | 56 | 29
O=C(Nc1ccccc1)C(O)c1ccccc1 (centres undefined) | 8 | 7 | 8 | -4 | 26 | 2
COC(=O)c1cccc(C(C)Br)c1I (centres undefined) | 12 | 19 | -2 | 11 | 13 | 0
O=C1C[C@H](c2ccccc2)[C@H](c2ccccc2)C1 | 10 | 10 | -4 | -6 | 24 | 5
COc1cc(C2C3=C(COC3=O)Oc3cc4c(cc32)OCO4)cc(OC)c1O (centres undefined) | 37 | 73* | 55 | 23 | 70* | 59
CC1CC(=O)C(CC(=O)O)C1C(C(=O)C(=O)Nc1c(C#N)cccc1[N+](=O)[O-])[N+](=O)[O-] (centres undefined) | -43 | -37 | 16 | -44 | -38 | -17
OC1(c2ccccc2)CCC2CCCCC2C1 (centres undefined) | 91* | 81* | 89* | 88* | 94* | 96*
COc1cc(-c2ccc(NC(=O)NC3CC3)c(OC)c2)ccc1NC(=O)NC1CC1 | -24 | -26 | 3 | -25 | -27 | -23
CC(=O)NC(C(=O)NC(CSCc1ccccc1)C(=O)O)=C(C)C (centres undefined) | 9 | -11 | 3 | -36 | -2 | -14
COc1ccc(CC[N+](C)(C)C)cc1OC | 17 | 23 | 10 | 16 | 26 | 7
CC(=O)Nc1nnnn1C | 0 | -11 | -40 | -2 | -3 | -2
Cc1ccc(S(=O)(=O)NC(=O)Nc2ncn[nH]2)cc1 | -53 | -2 | -6 | -33 | 6 | -41
Cc1ccc(Cc2ccccc2C(=O)O)c2ccccc12 | 41 | 34 | -28 | 12 | 32 | 32
O=C(O)CNc1ccc(C(=O)O)cc1 | -11 | -12 | 41 | -52 | -21 | -10
N#C/C(=C\N1CCNC1=S)c1nc2ccccc2s1 | -11 | -11 | -1 | -57 | -45 | -2
Clc1ccc(Cl)c(N=Nc2cc3c4c(c2)CCN4CCC3)c1 | -15 | -19 | -16 | -11 | -34 | -35
COC1OC(OC)C2C(c3c(C)cc(C)cc3C)=NOC12 (centres undefined) | -60 | -37 | 0 | -24 | -22 | -16
O=C1Cc2c([nH]c3cc(Br)ccc23)-c2ccccc2N1 | 18 | 14 | 35 | 24 | 6 | 26
CCCCC1(NN=C2CCCCC2)C(=O)N(c2ccccc2)N(c2ccccc2)C1=O | 0 | -9 | -1 | -7 | -11 | -6
CCOC(=O)Nc1cc(N)nc(Cl)c1 | -11 | -7 | 3 | -12 | -3 | -22
Cc1nc(C)c(C(=O)NNC(N)=S)cc1C(=O)NNC(N)=S | 1 | -9 | -6 | -28 | -10 | -17
COC(=O)/C=C/C(=O)OC | 19 | 7 | 9 | 9 | 10 | 14
Cc1nc2c(sc(=S)n2-c2ccccc2)c(=O)[nH]1 | -58 | -56 | 0 | -29 | -36 | -15

Next part
SMILES | yeast sgs1 mgt1 | mlh1 rad18 | cln2 rad14 | yeast bub3 | yeast rad50 | mec2-1
CC(C)=CCC/C(C)=C/CO | -4 | -14 | 35 | -48 | -49 | -28
O=C(Nc1ccccc1-c1n[nH]c(=S)[nH]c1=O)C(F)(F)F | -10 | 31 | -7 | -66 | -2 | 2
CC(=O)C(C)(CCC#N)CCC#N | -1&-1 | 27&-12 | -36&-4 | -5&9 | 13&-7 | -9&12
Nc1cc(F)ccc1CC(=O)O | 15 | 5 | -5 | 12 | 11 | 23
CC1C[C@@H]2C(=O)NC(=O)[C@@H]2c2c1c1ccccc1n2C (some centres undefined) | -1 | -11 | 2 | -11 | 2 | -18
O=C1C=CC(=O)C(C2OC(=O)C(Br)=C2Br)=C1 (centres undefined) | -3 | 12 | -18 | 14 | 7 | 6
CCC(C)C1C(=O)OC(C(Cl)(Cl)Cl)N1Cc1ccc(OC)cc1OC (centres undefined) | 22 | 14 | 24 | 1 | 37 | 6
O=C(Nc1nccs1)NC1CCCCC1 | -6 | -22 | -95 | -11 | 14 | 3
C1Cc2onc(-c3noc4c3CCC4)c2C1 | -15 | -15 | 23 | -14 | -11 | -17
CC(C)c1nc2c(c(=O)o1)CCS2 | -8 | -12 | -8 | -1 | -6 | -6
CCCCCOP(=O)(OCCCCC)C(NC(C)=O)(C(=O)OCC)C(F)(F)F (centres undefined) | -16 | 3 | -9 | -14 | -16 | 13
CCOC(=O)Cn1c(=O)n(C)c(=O)c2c1ncn2Cc1ccccc1 | -14 | -14 | -4 | 10 | 1 | -31
O=C1OC(CO)C(O)C(O)C1O (centres undefined) | 19 | 24 | 7 | 3 | 19 | -2
CC(=O)C1C(=O)C(C(C)=O)C2C3C=CC(C3)C12 (centres undefined) | -15 | 11 | 2 | 8 | -8 | 11
O=C(Nc1ccc(Cl)cc1)c1ccc(C(=O)Nc2ccc(Cl)cc2)cc1 | -20 | -25 | 5 | -6 | -13 | -26
O=C1C(=Nc2ccc(Nc3ccccc3)cc2)Oc2ccccc21 | 48 | 50 | 54 | 52 | 60 | 16
Nc1cccc(N)c1 | -9 | 19 | -3 | 9 | 23 | 20
CC(=O)Nc1c([N+](=O)[O-])cc2c3c(cccc13)C=C2 | 10 | 68 | 75* | -17 | 25 | 16
CCC(=O)OCCOC(=O)CC | 7 | 9 | 19 | 24 | 27 | 17
COc1ccc(/C=C/c2ccc3ccccc3[n+]2C)cc1OC | 33 | 16 | 21 | 1 | 32 | 5
CC(=O)C1CCC(CCCC(C)C)CC1 (centres undefined) | -3 | 6 | -10 | 2 | 14 | -2
COc1cc(C(=O)O)cc(O)c1OC | -3 | 8 | -6 | 2 | 5 | -4
O=C(Nc1ccccc1)c1ccccc1O | 93* | 97* | 74* | 86* | 86* | 80*
Cc1ccc(Cl)cc1NC(=O)Nc1cc(Cl)c(Cl)cc1C | 43 | 33 | -2 | 46 | 4 | 45
CCOC(=O)c1ccc(NP(=O)(Nc2ccc(C(=O)OCC)cc2)Oc2ccccc2)cc1 | 21 | -11 | -25 | 0 | 10 | 4

A different layout for some results above:
O=C1C(=Nc2ccc(Nc3ccccc3)cc2)Oc2ccccc21
  yeast sgs1 mgt1: 48; mlh1 rad18: 50; cln2 rad14: 54; yeast bub3: 52; yeast rad50: 60; mec2-1: 16
CC(C)c1nc2c(c(=O)o1)CCS2
  yeast sgs1 mgt1: -8; mlh1 rad18: -12; cln2 rad14: -8; yeast bub3: -1; yeast rad50: -6; mec2-1: -6
O=C(Nc1ccc(Cl)cc1)c1ccc(C(=O)Nc2ccc(Cl)cc2)cc1
  yeast sgs1 mgt1: -20; mlh1 rad18: -25; cln2 rad14: 5; yeast bub3: -6; yeast rad50: -13; mec2-1: -26

Other records.
SMILES | yeast sgs1 mgt1 | mlh1 rad18 | cln2 rad14 | yeast bub3 | yeast rad50 | mec2-1
Clc1ccc(/C(=C/c2ccccc2)Cn2ccnc2)cc1 | 75* | 78* | 71* | 81* | 76* | 79*
C=CCCCCCCCCC(=O)OCCCC | 49 | 9 | 14 | 6 | 8 | -6
Cc1cn(C2CC(OP(=O)(O)OCC3OC(n4ccc(N)nc4=O)C(O)C3O)C(CO)O2)c(=O)[nH]c1=O (centres undefined) | 8 | -74 | 14 | -24 | 8 | 2
C/C(=N\NC(N)=S)c1nc2ncccc2[nH]1 | -7 | -1 | -29 | 1 | -11 | -40
COc1ccc2nc3cccc([N+](=O)[O-])c3c(NCCNCCO)c2c1 | 78* | 78* | 87* | 68 | 85* | 89*
CC1(C)C2CC(c3ccccc3)C1/C(=C/O)C2=O (centres undefined) | 3 | -3 | 37 | -4 | -17 | -3
COC(=O)c1cncn1Cc1ccccc1 | -12 | -30 | 9 | -3 | 5 | -8
NCc1ccc(C(=O)O)cc1 | -28 | -15 | -69 | -13 | -30 | -9
CCCOC(=O)c1ccccc1Cl | 23 | 24 | 13 | 12 | 31 | 22
Nc1ncnc2nc(CO)[nH]c12 | -4 | -7 | -19 | -1 | -1 | -3
Nc1ccccc1C(=O)N/N=C/c1cccnc1 | 18 | -17 | 9 | 13 | 11 | -21
NCCNCc1ccncc1 | -58 | -27 | -11 | -47 | -38 | -41
Oc1c(CN2CCN(c3ccccc3)CC2)cc(Br)c2cccnc12 | 41 | 40 | 0 | 9 | 34 | 20
N#CCC12CC=CCC1=C(O)C(=O)c1ccc(O)cc12 (centres undefined) | -8 | -38 | 31 | -6 | 14 | 1
c1ccc(-c2ncnc3ccccc23)cc1 | -12 | -6 | 12 | 2 | -20 | -73
CNC1C(OC2C(OC3C(O)C(O)C(N=C(N)N)C(O)C3N=C(N)N)OC(C)C2(O)/C=N/NC(N)=S)OC(CO)C(O)C1O (centres undefined) | -14 | 3 | 3 | -8 | 10 | -44
Cc1ccc(-c2oc(C=Nc3ccccc3)c([N+](=O)[O-])c2-c2ccc(C)cc2)cc1 | 71* | 76* | 42 | 42 | 73* | 64
C/C(=C/CCl)[N+](=O)[O-] | -5 | 14 | -7 | -9 | 36 | -10

Compound activity from PubChem BioAssay.
